IDE inh: inhibitors of human insulin-degrading enzyme in cells | P14735 | HEK cells, FAbetaB cleavage, fluorescence polarization | inhibition, % at 5.59 µM | 320,000 tested, 0.41% active;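 active = percent inhibition above the average of all tested compounds plus 3 SD, set per screening campaign, cut at about 16% in these data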;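 also: IDE supplied by intact live HEK cells; FP after avidin binding of uncleaved biotin substrate so inhibition keeps polarization high; 0% = DMSO wells and 100% = 60 µM reference IDE inhibitor Ii1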
Target sequence (P14735 whole entry, looked up): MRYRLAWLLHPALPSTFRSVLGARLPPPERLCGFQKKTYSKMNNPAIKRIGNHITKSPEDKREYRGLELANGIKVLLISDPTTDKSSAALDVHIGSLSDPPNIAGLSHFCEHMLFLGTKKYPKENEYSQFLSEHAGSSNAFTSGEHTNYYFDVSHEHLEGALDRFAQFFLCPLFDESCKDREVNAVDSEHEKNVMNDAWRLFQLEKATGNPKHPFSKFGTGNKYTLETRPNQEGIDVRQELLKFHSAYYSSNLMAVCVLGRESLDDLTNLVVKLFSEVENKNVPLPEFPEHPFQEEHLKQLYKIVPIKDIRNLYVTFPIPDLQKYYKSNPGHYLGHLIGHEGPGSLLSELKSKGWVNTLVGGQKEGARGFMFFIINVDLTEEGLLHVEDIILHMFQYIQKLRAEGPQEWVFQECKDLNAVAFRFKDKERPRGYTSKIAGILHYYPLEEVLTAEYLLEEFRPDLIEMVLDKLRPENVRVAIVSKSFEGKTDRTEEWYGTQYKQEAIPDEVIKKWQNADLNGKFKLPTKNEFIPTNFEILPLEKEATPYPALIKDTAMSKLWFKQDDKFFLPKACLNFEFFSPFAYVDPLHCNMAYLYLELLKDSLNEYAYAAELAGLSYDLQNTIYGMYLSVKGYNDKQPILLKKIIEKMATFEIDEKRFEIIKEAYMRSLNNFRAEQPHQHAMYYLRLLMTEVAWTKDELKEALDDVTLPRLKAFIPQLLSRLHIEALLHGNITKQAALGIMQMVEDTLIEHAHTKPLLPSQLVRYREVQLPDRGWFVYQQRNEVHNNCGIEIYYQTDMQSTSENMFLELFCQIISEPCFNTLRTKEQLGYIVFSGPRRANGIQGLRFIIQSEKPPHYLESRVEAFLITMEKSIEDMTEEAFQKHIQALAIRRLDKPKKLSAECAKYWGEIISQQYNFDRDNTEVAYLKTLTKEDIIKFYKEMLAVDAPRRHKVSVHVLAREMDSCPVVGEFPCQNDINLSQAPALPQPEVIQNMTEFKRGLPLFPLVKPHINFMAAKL
IDE act: activators of human insulin-degrading enzyme in cells. P14735. HEK cells, FAbeta-B cleavage, fluorescence polarization; 0% vehicle, 100% cell-free pure enzyme wells. activation, % at 5.96 µM. 340,000 tested, 0.073% active;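 active = activation above the mean of all tested compounds plus 3 SD, set per screening campaign, cut at about 17% in these data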
Numbers without * were called inactive; & = joins results of further samples.

SMILES	IDE inh	IDE act
C[C@H](CO)N1C[C@H](C)[C@@H](CN(C)S(=O)(=O)c2ccc(F)cc2)Oc2ccc(NC(=O)Cc3cn(C)c4ccccc34)cc2C1=O	5	2
COc1ccc(C)cc1NC(=O)CSc1nc(=O)n(CCCN2CCOCC2)c2c1CCCC2	-4	2
Nc1c(N(CCC2=CCCCC2)C(=O)Cc2ccccc2F)c(=O)[nH]c(=O)n1Cc1ccccc1	8	-2
O=C(Cn1c(=O)cnc2ccccc21)NCC(=O)Nc1ccc(F)c(F)c1	-4	-3
O=C(CNC(=O)OCc1ccccc1)Nc1ccc(F)cc1	-1	2
Cc1onc(-c2ccccc2)c1C(=O)OCC(=O)N1CCN(c2ccccc2)CC1	-10	-2
CC(C)[C@H](NS(=O)(=O)c1cccc(Cl)c1)C(=O)OCC(=O)NC(=O)CN1CCCC1=O	-5	3
CC(Oc1ccc(Br)cc1)C(=O)Nc1nnc(C2CC2)s1 (stereo unspecified)	-1	4
CC(=O)c1ccc(S(=O)(=O)N2CCN(CC(=O)NC(=O)NC3CCCCC3)CC2)cc1	1	1
CCCCN(C(=O)C1CC(=O)N(c2ccc3c(c2)OCCO3)C1)c1c(N)n(CCCC)c(=O)[nH]c1=O (stereo unspecified)	2	9
CCOc1ccc(OCCC(=O)OCC(=O)Nc2ccc(C)c(S(=O)(=O)N3CCCCC3)c2)cc1	-2	-3
Nc1ncccc1C(=O)OCC(=O)N1CCN(S(=O)(=O)c2ccc(Cl)cc2)CC1	6	-4
CC(C)CN(C(=O)COC(=O)CNC(=O)c1ccccc1)c1c(N)n(Cc2ccccc2)c(=O)[nH]c1=O	8	4
O=C(C[n+]1ccccc1)N/N=C/c1ccc(Cl)cc1	4	3
Cc1ccc(S(=O)(=O)N2CCOCC2)cc1NC(=O)COC(=O)c1cnccn1	10	0
COc1ccc(C(=O)NCC(=O)N2CCCC(C(F)(F)F)C2)cc1OC (stereo unspecified)	2	2
COc1cc(C=O)ccc1OCC(=O)Nc1cccc(S(=O)(=O)N(C)c2ccccc2)c1	3	-2
O=C(NCC(c1ccco1)N1CCOCC1)c1ccc(F)cc1 (stereo unspecified)	4	3
Cc1ccccc1C(=O)NNC(=O)C1CC(=O)N(c2ccc3c(c2)OCCO3)C1 (stereo unspecified)	-3	3
COc1cnn(-c2ccc([N+](=O)[O-])cc2)c(=O)c1Cl	6	1
CC(=O)Nc1c(I)c(C(=O)N[C@H]2C(O)O[C@H](CO)[C@@H](O)[C@@H]2O)c(I)c(N(C)C(C)=O)c1I (stereo partly specified)	3	4
CC(Sc1nn(-c2ccc(F)cc2)c(=S)s1)C(=O)c1c(N)n(C)c(=O)n(C)c1=O (stereo unspecified)	8	9
CCc1ccc(N2CC(C(=O)OCC(=O)Nc3ccccc3C)CC2=O)cc1 (stereo unspecified)	4	-2
C/C(CC(=O)Nc1c(Cl)cccc1C(F)(F)F)=N\NC(=O)c1cnccn1	3	2
CSc1ccccc1NC(=O)COC(=O)Cn1cc(C(F)(F)F)ccc1=O	-1	4
CS(=O)(=O)c1ccc(C(=O)Nc2ccc(S(=O)(=O)N3CCCCC3)cc2)cc1	-1	6
CCCCC(NC(=O)c1ccc(C#N)cc1)C(=O)NCCC (stereo unspecified)	-5	5
COc1cc(-c2ccc3oc(-c4ccsc4)c(C#CC4(O)CCCCC4)c3c2)cc(OC)c1OC	-1	2
CCCCn1c(N)c(N(CC(C)C)C(=O)CCS(=O)(=O)c2ccc(C)cc2)c(=O)[nH]c1=O	8	-3
CCN(CC(=O)Nc1ccccc1C(F)(F)F)C(=O)Cc1sc(C)nc1-c1ccc(F)cc1	7	3
CCN(C(=O)COC(=O)CCc1ccccc1OC)c1c(N)n(Cc2ccccc2)c(=O)[nH]c1=O	-1	0
CCNC(=O)c1ccc(=O)n(Cc2ccc(Cl)cc2Cl)c1	5	4
CC(C)NC(=O)N(C)C[C@H]1Oc2c(NC(=O)Nc3ccccc3)cccc2C(=O)N([C@H](C)CO)C[C@@H]1C	2	3
COc1cc(C(=O)OCC(=O)NCC2CCCO2)cc(OC)c1OC (stereo unspecified)	2	-2
CCCCCC(=O)Nc1cc(S(=O)(=O)N2CCOCC2)ccc1Oc1ccc(OCC)cc1	-5	3
CCN(CC)c1ccc(S(=O)(=O)N2CCOCC2)cc1NC(=O)CSc1nnc(N)s1	3	5

An excerpt of these results, with two lines to a compound.
Values run as follows: IDE inh	IDE act
CCCCC(NC(=O)c1ccc(C#N)cc1)C(=O)NCCC (stereo unspecified)
    -5	5
COc1cc(-c2ccc3oc(-c4ccsc4)c(C#CC4(O)CCCCC4)c3c2)cc(OC)c1OC
    -1	2
CCCCn1c(N)c(N(CC(C)C)C(=O)CCS(=O)(=O)c2ccc(C)cc2)c(=O)[nH]c1=O
    8	-3
CCN(CC(=O)Nc1ccccc1C(F)(F)F)C(=O)Cc1sc(C)nc1-c1ccc(F)cc1
    7	3
CCN(C(=O)COC(=O)CCc1ccccc1OC)c1c(N)n(Cc2ccccc2)c(=O)[nH]c1=O
    -1	0
CCNC(=O)c1ccc(=O)n(Cc2ccc(Cl)cc2Cl)c1
    5	4

(more compounds)
SMILES	IDE inh	IDE act
C[C@H](O)Cc1cn(-c2cc3cc(C#Cc4ccsc4)ccc3oc2=O)nn1	-6	0
Cc1cc(C)c(C(=O)COC(=O)CNC(=O)c2ccccc2C)c(C)c1	-9	3
COc1ccc(S(=O)(=O)N(C)CC(=O)Nc2ccc3c(c2)OCCO3)cc1	7	0
CSc1ccc(/C=C/C(=O)OCC(=O)c2ccc[nH]2)cc1	-2	1
O=C(COC(=O)c1ccccc1O)NC(c1ccccc1)c1ccccc1	-1	4
COc1cccc(-n2c(SCC(=O)NC3CCS(=O)(=O)C3)nc3ccccc3c2=O)c1 (stereo unspecified)	-1	-3
Cc1nn(-c2ccccc2)c(C)c1/C=C/C(=O)OCC(=O)Nc1ccc(S(N)(=O)=O)cc1	1	1
CC(C)(C)N1C(=O)[C@H]2[C@@H](c3ccc(Br)cc3)N3C(=O)N(c4cccc(Cl)c4)C(=O)[C@@]3(Cc3ccccc3)[C@H]2C1=O	0	-4
COc1ccc2nc(-c3ccccc3)cc(C(=O)OCC(=O)N3CC(C)OC(C)C3)c2c1 (stereo unspecified)	-3	1
CCC1CCC2(CC1)NC(=O)N(CC(=O)NCc1ccccc1Cl)C2=O (stereo unspecified)	4	6
O=C(c1cnn(C(=O)CN2CCCC2=O)c1)c1ccccc1O	0	1
COc1ccc(NC(=O)COC(=O)CCc2ccc(S(=O)(=O)N3CCOCC3)cc2)c(OC)c1	0	1
CSCCC(NC(=O)c1ccccc1)C(=O)NCC(C)(C)N1CCOCC1 (stereo unspecified)	-1	1
O=C(c1ccc(OCCN2CCCCC2)cc1)c1c(-c2ccc(O)cc2)sc2cc(O)ccc12	8&-1	5&5
Cc1nn(C)c(C)c1NC(=O)COc1ccc(Cl)cc1	-1	4
COc1ccc(CCN2CC(C(=O)Nc3cc(F)ccc3F)CC2=O)cc1OC (stereo unspecified)	-3	2
Oc1c(CNc2ccccc2)cc(COCc2ccccc2)c2cccnc12	3	3
Cn1nnnc1Sc1ncnc2scc(-c3cccc(Br)c3)c12	11	6
Cc1cc(=O)oc2cc(OC(=O)C3CCN(C(=O)c4ccc(F)cc4)CC3)ccc12	1	-4
CN1CCN(c2ccc(-c3cccc(NC(=O)COc4ccc(Cl)cc4)c3)nn2)CC1	-5	-1
CN[C@H](CC(=O)O)C(=O)O	-2	-2
CCOc1ccc(C(=O)COC(=O)CNC(=O)C2CCCCC2)cc1	6	0
Cn1c(N)c(C(=O)COC(=O)Cc2cccc(C(F)(F)F)c2)c(=O)n(C)c1=O	-5	3
CC(C)NC[C@H](O)COc1ccc(CC(N)=O)cc1	3	5
CC(C(=O)N1CCN(C(=O)c2ccco2)CC1)N1C(=O)NC2(CCCCC2C)C1=O (stereo unspecified)	-5	1
Cc1ccc(S(=O)(=O)N(C)CC(=O)NCC(=O)Nc2ccc(F)c(F)c2F)cc1	0	4
CCN1C(=O)N[C@@H](CCc2ccccc2)[C@H](C(=O)OC)[C@H]1C	3	0
Cc1cccc(NC(=O)CSCC(=O)N(C)Cc2ccc(Cl)c(Cl)c2)c1	0	-7
Cc1ccc(NC(=O)C(c2ccccc2)N2CCN(CC(=O)NC3CC3)CC2)cc1 (stereo unspecified)	1	2
COc1ccccc1N(C)S(=O)(=O)c1ccc(Cl)c(C(=O)NCc2cccnc2)c1	-2	3
O=C(Nc1cc(C(F)(F)F)ccc1N1CCOCC1)C1CC1	-2	0
O=c1ccc2ccc(O[C@@H]3O[C@H](CO[C@@H]4OC[C@](O)(CO)[C@H]4O)[C@@H](O)[C@H](O)[C@H]3O)cc2o1	-2	4
CCOc1ccc(-c2cccc(NS(=O)(=O)c3cc([N+](=O)[O-])ccc3Cl)c2)nn1	2	4
CC1(c2ccc([N+](=O)[O-])cc2)NC(=O)N(CC(=O)Nc2ccc(N3CCCCC3)cc2)C1=O (stereo unspecified)	1	8
Brc1ccc(CN2CC[C@H]3C=CCc4cccc(c43)C2)cc1	-4	-3
Cc1noc(C)c1CSCC(=O)Nc1cccc(C(F)(F)F)c1	6	-5
CC(OC(=O)c1cccc(-n2cnnn2)c1)C(=O)NC1(C#N)CCCCC1 (stereo unspecified)	-4	5
CCOC(=O)c1c(C)[nH]c(C(=O)OCC(=O)N2CCN(S(=O)(=O)c3ccc(C)cc3C)CC2)c1C	1	4
O=S(=O)(Nc1cc(Cl)ccc1N1CCOCC1)c1ccccc1Cl	-5	-1
CCOc1ccc(/C=C/C(=O)N(CC)CC(=O)NCc2cccs2)cc1OC	2	0
COc1ccc(CCNC(=O)CSc2nc(=O)n3cccc(C)c3n2)cc1OC	12	-2
CC(=O)NC(c1cccs1)c1cc(F)c2cccnc2c1O (stereo unspecified)	1	4
Cc1ccc(NC(=O)c2ccc(-n3cncn3)c([N+](=O)[O-])c2)cc1F	5	-1
O=C(NC1CC1)C1CCN(S(=O)(=O)c2cc([N+](=O)[O-])ccc2Cl)CC1	6	3
COc1ccc(C(CNC(=O)CNC(=O)c2cccc(C)c2)N2CCOCC2)cc1 (stereo unspecified)	-2	1
O=S(=O)(NCC(c1ccc2c(c1)OCO2)N1CCOCC1)c1ccc(F)cc1 (stereo unspecified)	7	1
COc1ccccc1CCNC(=O)COc1cccc2c1OC(C)(C)C2	-1	-4
CCN1C(=O)[C@H]2[C@@H](c3ccc(-c4ccc(C(C)=O)cc4)c(OC)c3)N3CCCC[C@@]3(C(=O)OC)[C@H]2C1=O	-2	-2
Cc1ccc(NC(=O)CN(C)C(=O)CNC(=O)c2cccs2)cc1	-9	0
CCOc1ccc(S(=O)(=O)N2CCCCC2)cc1NC(=O)C1CSC2(C)CCC(=O)N12 (stereo unspecified)	1	-1
CC(=O)Nc1ccc(SC[C@H](C)CN2CC[C@H](O)CCC2=O)cc1	0	0
O=C(CNC(=O)c1ccccc1)OCCOc1cccc(Cl)c1	6	1
Cc1ccccc1NC(=O)CSc1ccc(-c2ccc(-n3cccn3)cc2)nn1	-2	7
CN(CC(=O)Nc1ccc(F)c(F)c1F)C(=O)CCCSc1nc2ccccc2[nH]1	1	3
O=C(OCC(=O)N1CCN(c2ccccc2)CC1)c1ccccc1NCCO	4	-2
COc1ccc(-c2nc(SC(C)C(=O)NCC3CCCO3)n[nH]2)cc1 (stereo unspecified)	1	4
CCOC(=O)C1CCN(C(=O)c2cccc(NS(=O)(=O)c3ccc(Br)cc3)c2)CC1	0	4
CC(C)(C)C(=O)/C=C1\SCC(=O)N1CC(=O)N1CCN(c2ccccc2)CC1	8	-1
CCn1c(CCC(N)=O)nnc1SCC(=O)Nc1cccc(S(=O)(=O)N2CCCC2)c1	0	1
CC(=O)c1ccc(N2CCN(C(=O)C3CCN(S(=O)(=O)c4ccc(F)cc4)CC3)CC2)cc1	7	-12

Arranged by molecular weight (lowest first): 3 of the compounds above
SMILES	IDE inh	IDE act
O=C(CNC(=O)c1ccccc1)OCCOc1cccc(Cl)c1	6	1
CC(C)(C)C(=O)/C=C1\SCC(=O)N1CC(=O)N1CCN(c2ccccc2)CC1	8	-1
CCOc1ccc(S(=O)(=O)N2CCCCC2)cc1NC(=O)C1CSC2(C)CCC(=O)N12 (stereo unspecified)	1	-1

Next results:
SMILES	IDE inh	IDE act
Cc1ccccc1OCCC(=O)OCC(=O)NC1CCCC1	-6	1
COCCCNC(=O)Cn1cnc2c(OCc3ccccc3)ncnc21	1	7
Nc1c(N(CCCO)C(=O)C2CCCC2)c(=O)[nH]c(=O)n1Cc1ccccc1	2	4
Cc1ccc(C(=O)CN(CCC(=O)O)C(=O)c2ccncc2)cc1	1	8
Cc1ccc(C)c(OCCC(=O)NNC(=O)Cn2nc(C)cc2C)c1	2	2
CC(C)(C)[C@@H]1COC(=O)[C@H](Cc2ccc(F)cc2)CC/C=C\C[C@@H](CC(=O)NCCO)C(=O)N1	4	4
COCC(C)NC(=O)C1CCN(S(=O)(=O)c2ccc3ccccc3c2)CC1 (stereo unspecified)	1	5
CC(=O)c1ccc(OC(=O)C2CSC3(C)CCC(=O)N23)cc1 (stereo unspecified)	2	2
CC(NC(=O)c1ccc(S(=O)(=O)Nc2ccccc2)cc1)c1ccc(S(N)(=O)=O)cc1 (stereo unspecified)	-7	4
CC1(c2ccccc2Cl)NC(=O)N(CC(=O)Nc2ccc(N3CCOCC3)cc2)C1=O (stereo unspecified)	2	2
O=C(COC(=O)c1ccc(O)cc1)Nc1ccc2c(c1)OCCO2	0	3
COc1ccc(CNC(=O)CCN2C(=O)c3ccccc3S2(=O)=O)cc1	-6	-2
O=C(NNC(=O)c1ccc(Cl)s1)c1csc(N2CCOCC2)n1	5	6
CCOc1ccc(NS(=O)(=O)c2ccc(C(=O)NCC(c3ccc(OC)cc3)N3CCCC3)cc2)cc1 (stereo unspecified)	1	-3

Bioassay records deposited in PubChem by The Scripps Research Institute Molecular Screening Center.

The list is partial (hit frequency here may not be typical).
